MgcRacGAP inhibition: MgcRacGAP GTPase-activating activity inhibitors, confirmation, biochemical, ADP Hunter fluorescence | MgcRacGAP-stimulated Rac1 GTP hydrolysis, ADP Hunter fluorescence; higher % means a stronger effect; GST-tagged Rac1 F28L mutant substrate | inhibition, % at 30 µM, or IC50 in µM where a hit was titrated | 0.6% of 340,000 active | AID 624330;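 active means first-screen hits whose inhibition reached a set limit at any dose in the follow-up dose series; inconclusive means inhibition above the set first-screen limit but never retested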;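 further: fluorescence reports GDP produced by GAP-driven GTP hydrolysis; strong numbers were not always called active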
NOD2 inhibition: inhibition of NOD2-driven NF-kB reporter – cell-based, luminescence, uHTS, HEK293 (AID 1566); 0.63% of 290,000 active; HEK293 NOD2/NF-kB luciferase reporter, luminescence; higher % means a stronger effect; one-dose inhibition, % at 4 µM; EC50 in µM for titrated hits; further: many of its hits are not listed in these tables
GPR55 antagonists: inhibition of LPI-stimulated GPR55 beta-arrestin translocation – imaging, U2OS, beta-arrestin-GFP, LPI agonist, primary screen (AID 2013) | 0.13% of 290,000 active | U2OS GPR55 beta-arrestin-GFP translocation imaging, LPI antagonism; higher % means a stronger effect | one-dose inhibition, % at 10 µM; IC50 in µM for titrated hits;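 active means spots per cell inhibited over 60%, with over 100 cells counted and total cytoplasm intensity under 500,000; inconclusive means wells with under 100 cells, flagged as likely toxic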;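 further: U2OS cells stably carrying GPR55 and arrestin-GFP stimulated by 5 µM LPI near EC80; imaged beta-arrestin-GFP aggregate spots per cell after agonist stimulation; plate controls were LPI-stimulated DMSO wells for no effect and DMSO wells without LPI for full effect; some results filed as inactive read as strong as hits; confirmed hits need IC50 under 10 µM and bright autofluorescent wells are also inconclusive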
Large T inhibition: TAg ATPase/helicase activity blockers – biochemical (AID 1903); 0.39% of 310,000 active; inhibition, % at 20 µM, or IC50 in µM where a hit was titrated; SV40 large T antigen ATPase/helicase inhibition assay; higher % means a stronger effect; in the data active means a potency from the dose series; inconclusive means inhibition mostly from about 32% at the one dose, without a potency; inactive means the rest, 99 in 100 with inhibition below about 32%; further: strong numbers were not always called active
HIV fusion peptide: inhibitors of HIV fusion peptide binding, primary screen, biochemical, uHTS, fluorescence dequenching (AID 1986); cell-free peptide binding, fluorescence dequenching, 30 min; higher % means a stronger effect; inhibition, % at 20 µM, or IC50 in µM where a hit was titrated; 0.3% of 290,000 active; in the data active means inhibition mostly above about 52%, no sharp cut-off; inactive means mostly below about 76%; further: some results filed as inactive read as strong as hits
GPR55 beta-arrestin: selective activators of receptor GPR55 – imaging, U2OS cells, beta-arrestin-GFP redistribution, primary screen (AID 1961); U2OS GPR55 beta-arrestin-GFP redistribution imaging; higher % means a stronger effect; activation, % at 10 µM; hits with a dose series show EC50 in µM; 0.048% of 290,000 active;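 active means activation above 40% with more than 50 cells counted in the well; inconclusive means wells holding fewer than 50 cells, flagged as toxic or sparse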;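 further: U2OS osteosarcoma cells stably expressing GPR55 and beta-arrestin-GFP; plate controls were DMSO negative control for no effect and LPI positive control for full effect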
KOR beta-arrestin-1: kappa opioid receptor blockers – cell-based, luminescence, uHTS (AID 1778) | KOR beta-arrestin recruitment, luminescence, antagonist mode; higher % means a stronger effect | inhibition, % at 10 µM, or IC50 in µM where a hit was titrated | 0.091% of 290,000 active; further: strong numbers were not always called active
NOD1 NF-kB reporter: inhibition of NOD1-driven NF-kB reporter – cell-based, luminescence, uHTS, primary screen (AID 1578) | NOD1-driven NF-kB luciferase reporter cells, luminescence; higher % means a stronger effect | 1% of 290,000 active | inhibition, % at 4 µM; hits with a dose series show EC50 in µM; in the data active means inhibition mostly above about 36%, no sharp cut-off; inactive means mostly below about 34%;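 further: HEK-293T reporter cells stimulated with the NOD1 agonist gamma-tri-DAP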
KOR beta-arrestin-2: KOR agonists, beta-arrestin recruitment, primary screen, cell-based, luminescence, uHTS (AID 1777); KOR beta-arrestin recruitment, luminescence; higher % means a stronger effect; activation, % at 10 µM, or EC50 in µM where a hit was titrated; 0.02% of 280,000 active; in the data active means activation above about 50%, passing the limit was not always enough; further: a part of the inactive calls stands beside numbers as strong as those of hits
* = called active by the depositor; u = inconclusive; x = no result given; [ ] = dose if it differs, or a comment. Unless noted, no stated cut-off is given here; in the data, active means inhibition above about 50%; inactive means the rest.

SMILES	MgcRacGAP inhibition	NOD2 inhibition	GPR55 antagonists	Large T inhibition	HIV fusion peptide	GPR55 beta-arrestin	KOR beta-arrestin-1	NOD1 NF-kB reporter	KOR beta-arrestin-2
Cc1ccc(C(=O)N/C(=C/c2ccccc2)C(=O)NCC2CCCO2)cc1 (configuration not stated)	-1%	-2%	7%	0%	-1.2%	0.8%	9%	-32%	-2.3%
CN1CCCN(C(=O)CC2(CC(=O)O)CCCCC2)CC1	3%	-1%	14%	21%	1.0%	0.0%	-21%	-10%	4.6%
Cc1ccc(-n2nnnc2SCC(=O)Nc2sccc2C#N)cc1	-2%	3%	-4%	15%	10%	-0.4%	x	-9%	1.0%
O=C(NCCCNC(=O)c1cc(Cl)ccc1Cl)c1ccco1	4%	11%	-13%	9%	2.6%	0.3%	-27%	9%	-1.9%
Cc1c(C(=O)OC2CCCCC2)sc2nc[nH]c(=O)c12	11%	-8%	-4%	10%	1.5%	-0.1%	4%	-1%	-2.5%
COC(=O)CN(c1cc(Cl)ccc1OC)S(=O)(=O)c1ccc(OC)c(OC)c1	6%	6%	20%	13%	-0.8%	0.3%	0%	14%	-0.4%
COc1ccc(-c2cc(=O)oc3c(C)c(OCc4nn[nH]n4)ccc23)cc1	-1%	11%	5%	4%	3.2%	-0.1%	-1%	24%	-1.9%
Cc1ccc(NS(=O)(=O)c2ccc3c(c2)NC(=O)C(C)C(=O)N3)c(Br)c1 (configuration not stated)	-1%	-3%	-6%	6%	-0.9%	0.5%	-7%[20 µM]	2%	-4.2%
Cn1c(=O)n(Cc2ccco2)c(=N)c2c3c(sc21)CCC3	4%	4%	-2%	-14%	-1.5%	-0.4%	5%	-15%	-4.8%
Cc1nc(NC(=O)CSc2ccc(-c3nc4ccccc4[nH]3)cn2)sc1C	11%	-28%	13%	6%	-2.0%	-0.3%	-19%	-42%	-5.5%
COCCNC(=O)NC(=O)COC(=O)c1cccn1C	5%	-2%	10%	3%	0.4%	0.2%	-2%	-6%	1.5%
COc1ccccc1N1C(=O)CC(Nc2ccc(N3CCOCC3)cc2)C1=O (configuration not stated)	u	10%	-6%	31%	14%	-0.1%	28%	-10%	-0.9%
O=C(COc1ccc(F)cc1)NC1CC1	8%	14%	-9%	0%	1.7%	-0.1%	26%	4%	5.9%
CCOc1cnc(-c2c(-c3c(Cl)cccc3Cl)noc2C)o1	8%	8%	30%	7%	1.0%	-0.1%	7%	-25%	-1.5%
Cn1c(=O)c2c(ncn2CC(=O)Nc2ccc3c(c2)OCO3)n(C)c1=O	-4%	0%	12%	12%	-0.3%	0.2%	x	-16%	x
CCC1=C(OC(=O)N(CC)CC)N2C(=O)OC(=NCC3CC3)[C@]2(Cc2ccccc2)[C@H]2C1=CC[C@H]1C(=O)NC(=O)[C@H]12	1%	-6%	-7%	9%	-0.2%	-0.1%	12%	10%	4.6%
CCOC(=O)c1cnc2c(C)c(C)ccc2c1Nc1ccc(S(=O)(=O)Nc2ncccn2)cc1	8%	22%	-2%	10%	5.7%	-0.3%	2%	28%	2.4%
Cc1ccc(OCCN(C)C(=O)C2CCC(=O)N(Cc3ccccc3F)C2)cc1 (configuration not stated)	6%	-3%	2%	7%	0.1%	0.0%	-6%	-17%	2.6%
O=C(CCc1nc(-c2ccccc2Cl)no1)NCC1CCCO1 (configuration not stated)	9%	12%	10%	6%	-1.3%	0.0%	-20%	-37%	-2.7%
COc1ccc(CNc2nc3ccccc3n2Cc2ccc(C)cc2)cc1OC	7%	-1%	5%	12%	-4.1%	-0.3%	15%	27%	9.5%
COc1ccc(C(=O)NCC(=O)OCC(=O)c2ccc3c(c2)NC(=O)CO3)cc1OC	x	5%	2%	6%	-1.5%	0.2%	16%	-22%	0.4%
COc1ccc(-n2c(SCC(=O)Nc3ccc(Br)cc3)nc(O)cc2=O)cc1	10%	22%	0%	26%	16%	0.3%	19%	1%	-0.5%
Cc1ccc(CN2CCN(C/C=C/c3ccc(F)cc3)CC2CCO)o1 (configuration not stated)	8%	-5%	6%	19%	2.0%	-0.1%	6%	-18%	-0.5%
COc1ccc(C(=O)NC(=S)Nc2ccccc2[N+](=O)[O-])cc1OC	0%	15%	-10%	7%	-1.1%	0.1%	29%	-26%	-5.4%
NC(=O)SCC(=O)Nc1ccc(Cl)c(Cl)c1	6%	-8%	11%	2%	-2.5%	0.2%	-25%	-31%	0.2%
CC(C)C(=O)Nc1cc2c3c(c1)CCC(=O)N3CCC2	12%	12%	13%	0%	0.7%	-0.3%	-50%	-32%	-1.6%
CCO[C@@H]1OC(C(=O)N2CCN(C)CC2)=C[C@H](C(C)(C)C)[C@H]1CCCO	x	-9%	-1%	2%	0.6%	-0.2%	0%	-16%	-1.4%
O=C(NNc1c(F)c(F)cc(F)c1F)c1cc2ccccc2oc1=O	8%	-36%	1%	-6%	0.5%	-0.2%	5%	-50%	-2.4%
COc1ccc(-c2nc3nc(C)c(Cc4ccccc4)c(=O)n3[nH]2)cc1	0%	-20%	-2%	14%	0.8%	-0.1%	-27%	-56%	8.9%
NC(=O)C1CCN(C(=O)CC2(CC(=O)O)CCCC2)CC1	4%	4%	4%	10%	1.1%	-0.1%	-12%	14%	2.9%
COc1cc2c(cc1OC)-c1nnnn1C(C)(C)C2	1%	-1%	3%	-3%	-1.1%	0.2%	9%	-20%	0.5%
COc1cc(OC)c(C(=O)OCC(=O)N2CCOCC2)cc1OC	3%	-7%	2%	-1%	0.9%	-0.2%	-78%	-8%	6.3%
O=C(C1CCN(S(=O)(=O)c2ccccc2)CC1)N1CCN(c2ccccc2)CC1	2%	33%	8%	9%	-1.7%	-0.1%	-26%	46%	7.3%
CCOc1ccc(Nc2nc(N3CCCCC3)nc(N3CCCCC3)n2)cc1	13%	7%	3%	16%	1.8%	0.1%	-19%	8%	4.0%
O=C(Nc1cccc(Cl)c1)Nc1ccon1	6%	-8%	6%	16%	2.1%	1.4%	-9%	-22%	10%
CNC(=O)CN1C(=O)CSc2ncccc21	2%	0%	-5%	2%	-0.1%	-0.1%	-18%	9%	20%
CCCNC(=O)COc1ccc(S(=O)(=O)Nc2ccc(C)cc2)cc1	2%	-12%	7%	-14%	0.0%	0.2%	7%	17%	-3.4%
CCOC(=O)Cc1csc(NC(=O)c2c(O)c3c(n(CC(C)C)c2=O)CCCC3)n1	6%	3%	-2%	8%	2.1%	-0.2%	-18%	-9%	6.3%
NC(=O)NC(=O)CN1C(=O)NC(c2ccccc2)(c2ccccc2)C1=O	4%	0%	-2%	0%	0.8%	0.3%	-37%	-39%	6.8%
CCN(CC(=O)Nc1ccc(NC(C)=O)cc1)C(=O)/C=C/c1cccs1	7%	7%	12%	19%	-1.4%	-0.1%	4%	-13%	1.7%
CCS(=O)(=O)N1CCN(c2ccc(C(=O)N3CCOCC3)cc2[N+](=O)[O-])CC1	7%	12%	-16%	14%	0.1%	0.4%	23%	6%	-2.0%
O=C(CCC1CCCCC1)NCCN1CCOCC1	0%	-9%	7%	17%	1.5%	-0.2%	14%[20 µM]	-44%	-3.4%
Cn1c(CN2CCOCC2)nnc1SCc1ccccc1	2%	13%	0%	-6%	-2.4%	0.3%	-10%	45%	-1.6%
CCOc1ccc(C(C)C)cc1S(=O)(=O)n1ccnc1C	4%	-22%	3%	4%	1.0%	-0.2%	-16%	-31%	-2.7%
COc1ccc([N+](=O)[O-])cc1NC(=O)CC1SC(=Nc2cccc(C)c2C)N(/N=C(\C)c2ccc(C)cc2)C1=O (configuration not stated)	5%	-12%	11%	6%	-0.3%	0.2%	-32%[20 µM]	-23%	-5.4%
COC(=O)c1ccc(NC(=S)N2CCC(C(N)=O)CC2)cc1	12%	14%	-3%	6%	0.4%	0.7%	8%	8%	-3.4%
Cc1ccccc1-n1c(SCc2c(C)noc2C)nnc1-c1c[nH]c2ccccc12	19%	-3%	0%	14%	1.1%	-0.2%	18%	-32%	-1.9%
O=C(NC(=S)Nc1ccc(NC(=O)c2ccccc2)cc1)c1ccc(F)cc1	8%	22%	-3%	25%	0.7%	0.3%	-116%	-21%	9.4%
CC12CC(NC(=O)N1Cc1ccccc1)c1ccccc1O2 (configuration not stated)	7%	6%	37%	5%	19%	-0.2%	-11%	4%	0.2%
COc1cc(/C=N\NC(=O)c2ccccc2F)ccc1Oc1ccc([N+](=O)[O-])cn1	10%	-13%	-5%	14%	-0.8%	-0.2%	-6%	-12%	6.2%

(list continues)
SMILES	MgcRacGAP inhibition	NOD2 inhibition	GPR55 antagonists	Large T inhibition	HIV fusion peptide	GPR55 beta-arrestin	KOR beta-arrestin-1	NOD1 NF-kB reporter	KOR beta-arrestin-2
O=C(NC12CC3CC(CC(C3)C1)C2)N1CCN(c2ccccn2)CC1	11%	-4%	-15%	1%	-1.4%	-0.3%	-28%	-13%	-2.0%
O=C(O)CCN1C(=O)CC2(CCCCC2)C1=O	5%	4%	1%	-2%	-0.8%	0.2%	6%	-17%	3.9%
COc1ccc2[nH]cc(S(=O)(=O)c3ccc(F)cc3)c(=O)c2c1	2%	23%	-6%	0%	-1.7%	-0.1%	-9%	11%	-3.8%
N#Cc1c(Nc2ccccc2)sc(C(=O)C2CC2)c1N	9%	-26%	-4%	14%	-0.1%	0.5%	-27%	18%	1.0%
Cn1nc(-c2ccc(C(=O)Nc3cccnc3)cc2)c2ccccc2c1=O	1%	-9%	8%	1%	9.6%	-0.3%	10%	-8%	-5.3%
COc1cc2ccccc2cc1C(=O)N1CCN(C(C)=O)CC1	6%	-2%	-3%	-2%	0.6%	0.4%	-8%	-36%	5.4%
O=C(COC(=O)CNC(=O)c1ccc(Cl)cc1)Nc1ccc2c(c1)OCCO2	-14%	7%	3%	5%	-2.4%	0.2%	-18%	29%	-0.3%
Cc1ccc(C2(C(F)(F)F)NC(=O)N3C(=C2C#N)Nc2ccccc23)cc1 (configuration not stated)	10%	-68%	7%	18%	-2.0%	0.0%	-2%	-37%	-3.0%
CN1CCN(CCNC(=O)Nc2ccccc2[N+](=O)[O-])CC1	6%	6%	8%	2%	-0.2%	0.2%	6%	4%	-1.2%
Nc1nonc1C(=Nc1ccccc1)NO	6%	6%	7%	5%	-4.4%	0.2%	-8%	-15%	0.8%
Cc1cccc(-n2c(N)cc(=O)nc2SCC(=O)Nc2ccccc2)c1	13%	9%	6%	7%	-0.4%	0.2%	-12%	-6%	-2.5%
Nc1nc(-c2ccccc2)c(-c2ccccc2)s1	10%	15%	x	22%	-1.9%	0.0%	18%	-36%	-2.6%
Cc1ccccc1OCc1nnc(SCC(=O)Nc2c(C)n(C)n(-c3ccccc3)c2=O)n1-c1ccccc1	9%	-8%	6%	8%	-1.7%	-0.3%	-7%	-3%	4.0%
Cc1cc(C)c(OCCN2C(=O)NC(C)(C)C2=O)c(Cl)c1	-4%	6%	12%	14%	-0.3%	0.3%	-46%	9%	-2.8%

The list is partial, so the mix of outcomes need not match the whole.
